Pf apPOL block = Pf-apPOL DNA polymerase inhibition; Recombinant Pf-apPOL, molecular beacon fluorescence, 1.5 h; AID 1794808; inhibition, % at 10 µM; 0.25% of 210,000 active
mHTT CaM bind = mHTT-calmodulin interaction abrogation; P42858; AlphaScreen His-mHTT/GST-CaM binding, luminescence; inhibition, % at 15 µM; 3.6% of 190,000 active;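 also: 0% = both proteins with DMSO and 100% = one protein alone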
Active calls of the source: *; i = inactive; · = no result given; & = joins results of further samples. Rule as the data show it: active = inhibition above about 50%; inactive = the rest.

Results follow in this order: mHTT CaM bind, Pf apPOL block
- Cc1ccnc(NS(=O)(=O)c2ccc(NC(=O)C(Cl)Cl)cc2)n1
→ -2, 6
- Oc1ccc(Br)cc1C=Nc1ncc(Cl)cc1Br
→ 5, -6
- CSc1nc(N)nc(CSc2ccc(Cl)cc2)n1
→ ·, -5&-8
- Cc1nn(CCCC(=O)Nc2ccc(F)cc2F)c(C)c1[N+](=O)[O-]
→ 1, -11
- O=C(NC1CC1)c1ccc(OCC2CCCN2C(=O)C2CCC2)cc1 (configuration not stated)
→ 0, 2
- O=C(NC(C(=O)NC1=NCCS1)C12CC3CC(CC(C3)C1)C2)C1CCCCC1 (configuration not stated)
→ -3, -4
- CCCc1nc(-c2ccc(F)cc2)no1
→ -4, -8
- O=C(COc1ccc(F)cc1)N1CCC(Cc2nnc(-c3ccccc3)o2)CC1
→ 15, 1
- Cc1ccc(S(=O)(=O)N2CCc3ccccc32)cc1C(N)=O
→ -4, 2
- CCN1CCCC(NC(=O)c2cn3ccccc3n2)C1 (configuration not stated)
→ 4, -5
- Cc1nn(Cc2ccc(Cl)c(Cl)c2)c(C)c1NC(=O)c1noc2c1CCCC2
→ 100*, -4
- COc1ccc(C=C2Oc3c(cc(COC(C)=O)c(OC(C)=O)c3C)C2=O)cc1OC
→ 16, 1
- CC1(C)CC(=O)C2(CNC3=C(C2)C(=O)CC(C)(C)C3)C(=O)C1
→ ·, 17
- COc1ccc(C2=NOC(C(=O)N(C)c3ccccc3)C2)cc1OC (configuration not stated)
→ 12, -6
- COc1cc(C2SCCS2)cc([N+](=O)[O-])c1O
→ 2, ·
- CC1CS(=O)(=O)CCO1 (configuration not stated)
→ ·, 1
- CCNC(=O)N1CC(c2nc(-c3ccccc3)no2)C2(CCOCC2)C1 (configuration not stated)
→ 1, -4
- Cc1cccc(N2CCN(C(=O)C3CCc4sc(C(=O)N(C)C)cc4C3)CC2)c1 (configuration not stated)
→ 12, -1
- COc1cc(CO)cc(-c2cc(CO)cc(OC)c2OC)c1OC
→ -3, -1
- Cc1c(NC(=O)c2ccco2)cccc1[N+](=O)[O-]
→ 2, -5
- CCC(C)NC(=O)C1CCN(c2cccc(Cl)c2)C1=O (configuration not stated)
→ -4, -4
- COCCN1CCCc2ccc(NC(=O)c3ccc(Br)o3)cc21
→ 34, 0
- CCSc1nnc2c(n1)OC(CC)Nc1ccccc1-2 (configuration not stated)
→ 0, -5
- Cc1cccn2c(=O)c3cc(C(N)=O)c(=N)n(Cc4cccnc4)c3nc12
→ 2, -4
- Cc1c(Br)c([N+](=O)[O-])nn1CCCC(=O)Nc1ccc(C#N)cc1
→ 0, -1
- CC(=O)Nc1cc2cc(NC(=O)C(F)(F)F)ccc2oc1=O
→ ·, 2
- Cc1cccc(-c2noc(C3CCN(CC(=O)NCc4ccc5c(c4)OCO5)CC3)n2)c1
→ 4, -3
- COc1ccc(C2=NOC(C(=O)N3CCc4ccccc4C3)C2)cc1 (configuration not stated)
→ -1, 3
- Fc1ccccc1Cn1nnc(-c2ccccc2)n1
→ -72, 0
- CC(C)CC(=O)N1CCN(C(=O)c2cccs2)CC1
→ -7, -5

As entered above.
Pf apPOL block result of `CCCc1nc(-c2ccc(F)cc2)no1` stands at -8
Pf apPOL block result of `Cc1ccc(S(=O)(=O)N2CCc3ccccc32)cc1C(N)=O` stands at 2

The list continues.
Results follow in this order: mHTT CaM bind, Pf apPOL block
- O=C(C(Cc1ccccc1)N1C(=O)c2ccccc2C1=O)N1CCN(CCO)CC1 (configuration not stated)
→ 5&0, -7&3
- COc1ccc(NS(=O)(=O)c2cc(Cl)ccc2Cl)cc1OC
→ 2, 1
- O=C1CSC(c2ccc(Cl)cc2)N1c1ccc(Br)cn1 (configuration not stated)
→ -40, 5
- Cc1ccc(C(=O)N2CCN(c3cc(C)ccc3C)C(=O)C2C)cc1 (configuration not stated)
→ 1, -5
- Cc1cccc(C2C=C(c3ccc(Br)s3)Nc3ncnn32)c1 (configuration not stated)
→ 12, -2
- c1ccc(Cc2nc(-c3ccncc3)no2)cc1
→ -8, -5
- CCCCN(C)S(=O)(=O)c1ccc(F)c(C(=O)Nc2ccc(Cl)cc2)c1
→ -8, -18
- COc1ccc(Cl)cc1C(=O)Nc1c2c(nn1-c1cccc(C)c1)CSC2
→ 10, 0
- CC(=O)N1c2ccccc2NC2=C(C(=O)CC(c3ccccc3F)C2)C1c1ccccc1 (configuration not stated)
→ 36&31, -1&0
- Cc1sc(NC(=O)Nc2ccccc2)c(C(N)=O)c1C
→ 16, -8
- Cc1cccc(N2CCN(C(=O)c3cccc(Cl)c3)C(C)C2=O)c1 (configuration not stated)
→ -4, -2
- OCc1ccc(-n2cccn2)cc1
→ ·, -4&-6
- Cn1cccc1CN1CCCC(c2nc(-c3ccccc3)n[nH]2)C1 (configuration not stated)
→ 15, 0
- COc1cc(NC(=O)c2cccc([N+](=O)[O-])c2)ccc1NC(=O)c1ccco1
→ 8, 0
- COc1ccc2c(c1)CC/C(=C\c1ccccc1C)C2=O
→ -38, -6
- COc1ccccc1NC(=O)CC(NCCC1=CCCCC1)C(=O)O (configuration not stated)
→ 2, -3
- COc1ccc(S(=O)(=O)Nc2cccnc2)cc1OC
→ -1, -5
- O=C(Nc1cnc2ccccc2c1)c1cc([N+](=O)[O-])ccc1Cl
→ 15, 3
- O=C(NCC12CC3CC(CC(C3)C1)C2)NC1CCCCC1
→ 0, -5
- CCC(=O)Nc1ccc(C(=O)Nc2ccc(Cl)cc2C(=O)O)cc1
→ -2, -16
- CC(C)(C)c1csc(Cc2ccc([N+](=O)[O-])cc2)n1
→ ·, -6
- CCC1CCCCN1CCCNC(=O)C1CCCN(S(=O)(=O)N2CC(C)CC(C)C2)C1 (configuration not stated)
→ -1, -14
- Clc1ccc(CSc2nccc(-c3csc(-c4ccccc4)n3)n2)cc1
→ ·, 0
- O=C(Nc1nccn(-c2ccc(F)c(Cl)c2)c1=O)c1ccc(F)cc1
→ -5, 1
- Cn1ncc(N2CCC(C(=O)NCCCc3ccccc3)CC2)cc1=O
→ 34, -6
- Cc1nn(-c2ccccc2)c(N)c1-c1ccccc1
→ 2, -7&-3&-8
- Cc1nc(C2CCCN2S(=O)(=O)c2cccc3cccnc23)n[nH]1 (configuration not stated)
→ 0, -2
- CC(=O)N1c2c(cc(Br)cc2S(=O)(=O)NCc2ccccc2)CC1C (configuration not stated)
→ 2, 1
- COc1ccc(C2(CNC(=O)c3ccc(F)cc3)CCCC2)cc1OC
→ 0&4, 6&-3
- O=C(NCCC1=CCCCC1)c1cccnc1N1CCNC(c2ccccc2)C1 (configuration not stated)
→ 18, 0
- CC(=O)c1cccc(NC(=O)CN(Cc2ccccc2)S(=O)(=O)c2ccccc2)c1
→ -4, -4
- COc1cc(OC)c(OC)cc1CN1CCc2nc(N3CCCC3)ncc2C1
→ 27, 10
- CNC(=O)CN1C(=O)/C(=C/c2ccccc2F)Sc2ccccc21
→ 10, -7
- CCOc1ccccc1C(=O)NCCC1CCN(C(=O)c2ccccc2)CC1
→ 39, 1
- Cc1cc(NS(=O)(=O)c2ccc(NC(=O)c3ccoc3C)cc2)nc(C)n1
→ 5, -12
- Cc1cc(=O)[nH]c(SCc2ccc(C(=O)Nc3nccs3)cc2)n1
→ -2, -8
- Cc1noc(-c2nn(C)c3c2CN(C(=O)c2ccc(Cl)s2)CC3)n1
→ -4, 0
- CCC(=O)NCc1csc(C2CCN(S(=O)(=O)c3ccc(F)c(Cl)c3)CC2)n1
→ 0, -5
- Cc1ccc(OCC(=O)Nc2ccc(NC(=O)c3ccccc3)c(Cl)c2)cc1C
→ -6, -3
- COCc1nn(C)c2c1CN(S(=O)(=O)c1cccnc1)CC2
→ 0, 6
- Cn1c(CC2CCN(C(=O)CCc3ccccc3)C2)nc2cccnc21 (configuration not stated)
→ -2, -3
- CC(=O)c1cc(C#N)c(SCC(=O)c2ccc(Cl)cc2)nc1C
→ -6, 4
- Cc1cccc(N=C2NC(=O)C(Cc3cccc([N+](=O)[O-])c3)S2)c1 (configuration not stated)
→ 8, 0
- O=C(NCc1ccc(F)cc1)c1c[nH]c2ccc(S(=O)(=O)N3CCc4ccccc43)cc2c1=O
→ 3, -9
- COc1ccc(NC(=O)CSc2ccc(NC(=O)c3ccccc3)nn2)c(OC)c1
→ -4, -7
- COc1ccc(C(=O)Nc2cccc(NC(C)=O)c2)cc1OC
→ -1, 0
- COc1ccc2c(c1)c(CN1CCC(C(=O)NCCN3CCCCC3)CC1)cn2C
→ 15, -5
- O=C(NC1CCc2[nH]c3ccc(Br)cc3c2C1)C1CC=CCC1 (configuration not stated)
→ 98*, -8
- Clc1cc2c(c(CSc3nnnn3-c3ccccc3)c1)OCOC2
→ 1, -4
- O=C1c2cccc(N3CCCCC3)c2C(=O)c2cccc(Cl)c21
→ 98*, 7
- CC[C@@H]1CC=C[C@H]2[C@H]1C(=O)N(Cc1ccccc1)[C@H]2c1cc(C)ccc1F
→ -7, -3
- COc1ccc(CCNC(=O)C(C#N)=Cc2ccc[nH]2)cc1OC
→ ·, -14
- O=C(Cc1ccc(F)cc1)Nc1nc2c(s1)CSc1ccccc1-2
→ 16, 1
- COc1cccc(CC(=O)N2CC(C)C(c3nc(-c4cccnc4)no3)C2)c1 (configuration not stated)
→ -2, -12
- CCOc1cc2oc(C(F)(F)F)c(Oc3ccccc3)c(=O)c2cc1CC
→ -10, -2
- Cc1nnc(NC(=O)CSc2nnc(CCc3c(C)[nH]c(=O)n(C)c3=O)o2)s1
→ -6, 1
- CC(C)(C)NC(=O)CSc1nc2ccccc2nc1SCC(=O)NC(C)(C)C
→ -7, 7
- Cc1cccc(NC(=O)c2cc(S(=O)(=O)NCc3ccc(F)cc3)ccc2F)c1C
→ -2, 4
- CCCc1nc(-c2c(C)cc(C)nc2NC(=O)C2CCCC2)no1
→ 1, -2
- CC(C)CNC(=O)CN(c1cc(C(F)(F)F)ccc1Cl)S(C)(=O)=O
→ -5, -5

Shown with each value named: entries from further up.
SMILES: Cc1cccc(C2C=C(c3ccc(Br)s3)Nc3ncnn32)c1 (configuration not stated)
  mHTT CaM bind: 12
  Pf apPOL block: -2
SMILES: c1ccc(Cc2nc(-c3ccncc3)no2)cc1
  mHTT CaM bind: -8
  Pf apPOL block: -5
SMILES: CCCCN(C)S(=O)(=O)c1ccc(F)c(C(=O)Nc2ccc(Cl)cc2)c1
  mHTT CaM bind: -8
  Pf apPOL block: -18
SMILES: COc1ccc(Cl)cc1C(=O)Nc1c2c(nn1-c1cccc(C)c1)CSC2
  mHTT CaM bind: 10
  Pf apPOL block: 0

Next results:
Results follow in this order: mHTT CaM bind, Pf apPOL block
- O=[N+]([O-])c1nc(Br)n(-c2c3ccccc3nc3ccccc23)n1
→ 23, -4
- O=C(Nc1ccc2oc(-c3ccncc3)nc2c1)c1ccc(-c2ccccc2)o1
→ 4, 1
- CNC(=O)C(=O)NCCN1CCN(S(=O)(=O)c2ccc([N+](=O)[O-])cc2)CC1
→ 0, -4
- COc1cc(C(=O)Nc2c(C)cc(Br)cc2C)ccc1Cl
→ -5, -5
- O=C(CC(=O)c1ccccn1)c1ccccn1
→ ·, -14
- CC1(C)CC(=O)c2sc(NC(=O)C(C)(C)Oc3ccc(Cl)cc3)nc2C1
→ -1, 9
- COc1ccc(C2=NOC(C(=O)NC3CCCCC3)C2)cc1 (configuration not stated)
→ -9, -8
- O=C(Cc1cccs1)N1CCCCC1c1nc(-c2cccnc2)no1 (configuration not stated)
→ -5, -2
- COC(=O)c1sc(-c2ccc(C(C)(C)C)cc2)cc1NS(=O)(=O)c1cc(C)c(Cl)cc1C
→ ·, 4
- Cc1cccc(C2=NC3(CCN(CC(=O)Nc4ccc(F)cc4)CC3)NC2=O)c1
→ 69*, 5
- Cn1nc(CC(=O)Nc2nc(-c3ccccc3)cs2)c2ccccc2c1=O
→ -1&-3, 9&0
- Cc1ccc(C)c(-c2csc(N)n2)c1
→ 5, -3
- Cc1cc(C)nc(N=C(N)Nc2cccc(C(F)(F)F)c2)n1
→ -5, -1
- O=C(Nc1cnc(N2CCCC2)nc1)C1CC1
→ 4, 0
- NCCN1C(=O)S/C(=C\c2cccs2)C1=O
→ 16, -2
- COc1ccc(C2C=C(c3cccc(Br)c3)Nc3nnnn32)cc1OC (configuration not stated)
→ 65*, 4
- O=C(NCC1COc2ccccc2O1)C(=O)Nc1ccccn1 (configuration not stated)
→ -4, -5
- CNC(=O)N1CCC(n2c(C)nc(C(=O)NCc3ccc(C)o3)c2C)CC1
→ 21, -7
- COc1ccc(OC)c(C2=Nn3c(nnc3-c3ccccn3)SC2)c1
→ 48, ·
- CC(=O)N(CC(N)=O)C1(C(=O)Nc2ccc3c(c2)OCCO3)CCCC1
→ -4, 3
- COc1ccc(CCNC(=O)c2nnn(-c3cccc(C(F)(F)F)c3)c2N)cc1OC
→ 14, -1
- CCN(CC)S(=O)(=O)c1ccc(OC)c(NC(=O)c2ccc(Cl)cc2[N+](=O)[O-])c1
→ 16, -9
- COc1ccc(-c2coc3cc4oc(=O)c5c(c4cc23)CCCC5)cc1
→ -4, -55
- CN1CCN(C(=O)c2cc3nc(-c4ccc(Br)cc4)cc(C(F)(F)F)n3n2)CC1
→ 12, -1
- O=C(Nc1cccc(F)c1)c1cccc(OCc2ccccc2)c1
→ -37, 0
- Cc1ccc(NC(=O)C2Oc3ccccc3NC2=O)cc1 (configuration not stated)
→ -11, -1
- CC(C)NS(=O)(=O)c1ccc([N+](=O)[O-])cc1
→ -4, -1
- COc1ccc(Br)c(C2Oc3nc(SC)nnc3-c3ccccc3N2C(C)=O)c1 (configuration not stated)
→ 16, 2
- CCCn1c(C2CCN(C(=O)Nc3cc(F)ccc3F)C2)nc2cccnc21 (configuration not stated)
→ 10, -5
- O=C(Cn1c2ccccc2c2nc3ccccc3nc21)NCCO
→ 0, -8
- COc1cc(/C=C2\SC(=Nc3ccccc3)NC2=O)cc(OC)c1
→ 21, -14
- CN(C)C(NC(=O)c1ccc(F)cc1)C(Cl)(Cl)Cl (configuration not stated)
→ 8, -1
- COc1cc(/C=N/n2c(-c3ccncc3)n[nH]c2=S)cc(OC)c1OC
→ i, ·
- CCc1ccc(CNC(=O)c2cn(C3CCCC3)c(=O)c3c2c2ccccc2n3C)cc1
→ 4, -1
- Cc1ccc(C(C)NC(=O)c2cn3ccncc3n2)c(C)c1 (configuration not stated)
→ -3, -4

This is a subset; the hit share may differ from the screen's.
